Screening data: PubChem, National Center for Advancing Translational Sciences (NCATS)
TRHR ag = activates the human TRH receptor; actives 0.18% (n = 360,000); AID 493084; P34981; TRHR cells, calcium flux fluo-8, FDSS agonist mode; activation, % at 2 µM; in the data active = activation above about 30%; also: 0% is about no effect
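In this calcium-flux screen, cells bearing human TRHR are dye-loaded with fluo-8, baselined for 10 cycles, then exposed to library compounds; positive kinetic calcium responses during the agonist phase mark hits, with TRH as control.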
D1 agonist = agonists of human D1 dopamine receptor. actives 1% (n = 360,000). P21728. activation, % at 2 µM. HEK293 T-REx D1 cells, calcium flux, agonist mode; in the data active = activation above about 30%; also: 0% is about no effect
Target sequence (P21728 whole entry, looked up): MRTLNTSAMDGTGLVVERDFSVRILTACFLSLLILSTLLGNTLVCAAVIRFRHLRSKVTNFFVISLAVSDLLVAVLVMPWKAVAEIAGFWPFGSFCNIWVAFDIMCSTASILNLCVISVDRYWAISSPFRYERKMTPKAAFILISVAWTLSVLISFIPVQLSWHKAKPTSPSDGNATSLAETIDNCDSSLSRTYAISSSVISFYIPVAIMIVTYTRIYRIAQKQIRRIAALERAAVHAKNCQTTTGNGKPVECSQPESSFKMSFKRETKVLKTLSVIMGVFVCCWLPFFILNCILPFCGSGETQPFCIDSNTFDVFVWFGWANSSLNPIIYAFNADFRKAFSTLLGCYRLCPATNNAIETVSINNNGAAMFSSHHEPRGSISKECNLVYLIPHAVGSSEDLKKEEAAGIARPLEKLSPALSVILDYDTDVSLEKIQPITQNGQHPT
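Tetracycline-induced HEK293 TREx D1 cells, force-coupled to calcium signalling, were dye-loaded with a no-wash calcium kit. Compound was pin-added after a 10 s baseline. Fluorescence was read kinetically at 1 cycle/s for 180 s, with calcium rises flagged as agonism.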
D2 PAM = D2 dopamine receptor (human) potentiation; P14416; actives 0.34% (n = 340,000); potentiation, % at 10 µM; AID 485347; HEK293 T-REx D2, calcium flux, EC20 dopamine potentiation;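 active = potentiation over 3 SD above the plate norm, cut at about 30% in these data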; also: 0% is about no effect
Target sequence (P14416 whole entry, looked up): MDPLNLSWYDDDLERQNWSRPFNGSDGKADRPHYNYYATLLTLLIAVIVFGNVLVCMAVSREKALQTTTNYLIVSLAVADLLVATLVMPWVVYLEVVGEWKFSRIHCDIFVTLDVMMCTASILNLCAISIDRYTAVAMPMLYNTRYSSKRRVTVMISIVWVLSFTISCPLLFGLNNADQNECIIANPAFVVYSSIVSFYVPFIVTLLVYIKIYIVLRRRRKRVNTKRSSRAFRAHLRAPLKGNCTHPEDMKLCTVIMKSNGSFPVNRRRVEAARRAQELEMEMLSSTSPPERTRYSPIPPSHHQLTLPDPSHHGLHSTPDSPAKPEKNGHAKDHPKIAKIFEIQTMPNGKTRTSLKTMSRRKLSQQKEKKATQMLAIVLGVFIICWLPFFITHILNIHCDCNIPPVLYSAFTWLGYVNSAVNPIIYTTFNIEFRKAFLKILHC
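Primary screen. Calcium kinetics in induced HEK293 T-REx D2 cells: compound pre-addition 180 s, EC20 dopamine, 180 s more.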
RXFP1 agonist = RXFP1 (human) receptor agonism; HEK293T-RXFP1 cAMP TR-FRET, 30 min; response scale: percent of porcine relaxin response, buffer zero; Potency, µM (doses to about 57.5 µM), without a hit: at the top dose activation, usual class: activators; actives 0.3% (n = 370,000); AID 2676; also: potency is read from the fitted curve at half-maximal effect; % is scaled to controls: 0 for no effect and ±100 for the full control effect; nearly all actives have a fitted effect of over 60% in size; many of its hits are not listed in these tables
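cAMP rise read by TR-FRET after 30 min, 37C compound exposure (up to 58 uM) in RXFP1-transfected HEK293 cells with Ro 20174 present. EC50 from Hill-equation fits, with 29 nM porcine relaxin as 100% and buffer as basal.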
Anesthetic bind = binds horse apoferritin like a general anesthetic | P02791 | apoferritin/1-aminoanthracene competitive binding, fluorescence | Potency, µM (top dose mostly 77.5 µM), inactives show top-dose activity change, negative = displacement, hits mostly inhibitors | actives 0.074% (n = 350,000); also: potency is read from the fitted curve at half-maximal effect; % is scaled to controls: 0 for no effect and ±100 for the full control effect; nearly all actives have a fitted effect of over 20% in size
Target sequence (P02791 2-175 limits assumed): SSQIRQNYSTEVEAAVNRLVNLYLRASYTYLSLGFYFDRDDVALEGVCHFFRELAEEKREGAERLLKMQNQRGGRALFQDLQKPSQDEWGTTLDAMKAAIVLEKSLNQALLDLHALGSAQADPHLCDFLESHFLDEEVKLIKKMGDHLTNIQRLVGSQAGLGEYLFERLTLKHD
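Steps: apoferritin (10 uM) was premixed with half-saturated 1-AMA in PBS, compounds were pin-transferred, plates stood 10 min at room temperature, fluorescence was read at 380/535 nm, and curves were fitted with a Hill equation.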
TRHR enhancer = allosteric enhancers of human TRH receptor; enhancement, % at 2 µM; actives 0.66% (n = 360,000); AID 493056; TRHR cells, fluo-8 calcium fluorescence, EC20 TRH enhancement; in the data active = enhancement above about 30%; also: 0% is about no effect
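Enhancer read-out: after compound pinning and an initial kinetic agonist-mode read, an EC20 of TRH (10 nM final) was injected and fluo-8 calcium signal (Ex 480/Em 530) followed at 1 s/cycle for 100 cycles in TRHR-expressing cells.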
D1 antagonist = human D1 dopamine receptor antagonism; HEK293 TREx D1 cells, calcium flux, dopamine EC80; hits give low values; activity change, negative = inhibition, % at 10 µM; actives 3.2% (n = 360,000); in the data active = activity change below about -30%; also: % is scaled to controls: 0 for no effect and ±100 for the full control effect
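Allosteric or orthosteric antagonism assessed as attenuation of the calcium response to EC80 dopamine, added 180 s after compound, in induced HEK293 Trex D1 cells loaded with no-wash calcium dye.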
D1 PAM = human D1 dopamine receptor positive modulation. P21728. HEK293 TREx D1 cells, calcium flux, dopamine EC20 potentiation. potentiation, % at 10 µM. actives 0.036% (n = 360,000). AID 504651; in the data active = potentiation above about 30%; also: 0% is about no effect
RXFP1 antag = RXFP1 (human) relaxin receptor antagonism | activity change, negative = inhibition, % at 57.5 µM | Q9HBX9 | actives 0.59% (n = 350,000) | HEK293-RXFP1, relaxin-stimulated cAMP HTRF, 30 min; hits give low values;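 active = activity change of -60% or lower, but not beyond a set lower limit; inconclusive = change between -60% and -40%, or beyond the set limit; inactive = change above -40%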; also: % is scaled to controls: 0 for no effect and ±100 for the full control effect
The depositor's hits bear a star; u = inconclusive; x = no result given; & = joins results of further samples; [ ] = remark or other dose. Unless noted, calls follow the shape of the dose curve; as a rule, active = well fitted curve in the direction sought with a large enough effect; inconclusive = small, poorly fitted or top-dose-only effect, or another doubt; inactive = no such curve, though single readings can be large; an effect the other way counts as inactive or inconclusive.

SMILES | TRHR ag | D1 agonist | D2 PAM | RXFP1 agonist | Anesthetic bind | TRHR enhancer | D1 antagonist | D1 PAM | RXFP1 antag
Cc1ccc(C)c(NC(=O)C2CC(=O)N(C(C)C)C2)c1 (configuration not stated) | 0.1 | 6 | 1 | 0.4% | -15% | -6 | -1 | 10 | -6
O=C(Nc1ccc2c(c1)OCCO2)C1CCN(S(=O)(=O)c2ccccc2)CC1 | -0.5 | 4 | 9 | -0.3% | -17% | 0 | -3 | -1 | 14
COCCNc1nc(N)c([N+](=O)[O-])c(NC2CCCCC2)n1 | -0.6 | 2 | -5 | 2.5% | -4% | 18 | 5 | 2 | 1
Cc1cnc(C(=O)OCC(=O)Nc2sc3c(c2C#N)CCC3)cn1 | -0.4 | 2 | -7 | 2.7% | x | -11 | -15 | -7 | -11
CCN1CCN(C(CNS(=O)(=O)c2ccc(F)cc2)c2cccnc2)CC1 (configuration not stated) | 0.2 | 2 | -7 | -0.2% | -3% | -9 | 6 | 2 | 5
CC1(C)NC(=O)N(CCOc2cccc(Oc3ccccc3)c2)C1=O | 0.2 | 6 | 0 | -0.5% | -12% | 8 | 1 | 0 | 1
Cc1ccc(NC(=O)CSc2nc(-c3ccco3)nc3cc(=O)[nH]n23)c(Cl)c1 | -0.1 | 1 | -6 | 2.8% | -3% | 4 | -3 | 0 | 2
Cn1cc(C(=O)N/N=C/c2cccc([N+](=O)[O-])c2)c2ccccc21 | 0.0 | 0 | -16 | 0.0% | -14% | -4 | -19 | -1 | 1
O=C(NCc1cccs1)C1CCCN1C(=O)Nc1cccc(Cl)c1 (configuration not stated) | -0.3 | 0 | -13 | 0.8% | -7% | 14 | -22 | -4 | -25
COc1ccccc1-n1cnc(N)c1C(=O)c1ccccc1 | 0.2 | 2 | 0 | 0.6% | -17% | 1 | 16 | -4 | 2
CCCCC(CC(O)COCCC)C(=O)NN (configuration not stated) | 0.2 | 2 | -9 | -0.3% | -2% | 2 | 12 | -4 | 3
COc1cc(/C=N/NC(=O)c2ccc(COc3cc(C)ccc3C(C)C)cc2)cc(OC)c1O | 0.9 | 7 | -5 | -2.4% | 9% | 4 | 44 | 5 | -22
Cc1ccc(NC2CCCN(C(=O)c3ccc(F)cc3)C2)cc1C (configuration not stated) | -0.9 | 4 | 2 | -2.5% | u | -4 | 7 | -3 | -8
CN(Cc1ccccc1)C(=O)c1cc(-c2cccc(Cl)c2)on1 | 2.8 | 5 | 5 | 0.3% | u | 8 | 1 | 3 | -18
CS/C(=N\S(=O)(=O)c1cccs1)Nc1ccc(N2CCOCC2)cc1 | -0.3 | 3 | 9 | 0.3% | -19% | 9 | -9 | -5 | -10&6
CCc1c(C)sc2nc3c(C(=O)N4CCOCC4)cc(C(=O)c4cc(F)ccc4O)cn3c(=O)c12 | 0.9 | 1 | x | -0.1% | -8% | 4 | 5 | 0 | 4
CCOc1ccc(C(=O)NCC(c2ccco2)N2CCc3ccccc3C2)cc1 (configuration not stated) | 0.4 | 1 | -6 | 0.3% | x | -2 | -11 | -9 | -8
O=C(NC1(C(F)(F)F)NC(=O)N(Cc2ccccc2)C1=O)c1cccnc1 (configuration not stated) | -0.2 | 1 | -20 | -0.1% | -4% | -3 | 4 | -12 | 6
CCCCn1c(=N)c(S(=O)(=O)c2ccc(C)cc2)cc2c(=O)n3cc(C)ccc3nc21 | 1.3 | 5 | 3 | 2.4% | -9% | 11 | -2 | 3 | -5
Cc1cc(NC(=O)C(C)SCC(=O)OCC(=O)Nc2c(C)cccc2C(C)C)no1 (configuration not stated) | 0.6 | 6 | 9 | -1.5% | x | 1 | -7 | 1 | 3
Cc1cccc(Nc2cc(C)c3c(O)cccc3n2)c1C | 6.2 | 13 | -17 | 2.3% | u | -2 | -92* | -10 | x
CC(C)C(NC(=O)c1ccc(C(C)(C)C)cc1)C(=O)NC1=NCCS1 (configuration not stated) | 0.4 | 3 | -5 | 0.0% | u | 1 | 0 | 4 | 2
CC(C)C(=O)N1CCC2(CC1)Oc1ccc(F)cc1C(=O)C21CC(c2ccccc2)=NO1 (configuration not stated) | 0.1 | 2 | 16 | 0.1% | -8% | 4 | 26 | 3 | x
COc1ccc([C@H]2CC(=O)C=C(c3ccc(Cl)c(F)c3)C2)cc1 | 0.6 | 4 | -3 | -0.9% | x | 0 | 0 | 0 | x

Compounds shown so far that contain an aryl methoxy group:
SMILES | TRHR ag | D1 agonist | D2 PAM | RXFP1 agonist | Anesthetic bind | TRHR enhancer | D1 antagonist | D1 PAM | RXFP1 antag
COc1ccccc1-n1cnc(N)c1C(=O)c1ccccc1 | 0.2 | 2 | 0 | 0.6% | -17% | 1 | 16 | -4 | 2
COc1cc(/C=N/NC(=O)c2ccc(COc3cc(C)ccc3C(C)C)cc2)cc(OC)c1O | 0.9 | 7 | -5 | -2.4% | 9% | 4 | 44 | 5 | -22
COc1ccc([C@H]2CC(=O)C=C(c3ccc(Cl)c(F)c3)C2)cc1 | 0.6 | 4 | -3 | -0.9% | x | 0 | 0 | 0 | x

(listing goes on)
SMILES | TRHR ag | D1 agonist | D2 PAM | RXFP1 agonist | Anesthetic bind | TRHR enhancer | D1 antagonist | D1 PAM | RXFP1 antag
Cc1cc(C)cc(OCC(=O)Nc2ccccc2C(=O)N2CCOCC2)c1 | 0.5 | 1 | 4 | -0.6% | -3% | 7 | 3 | 1 | -4
O=S(=O)(c1ccc(NC(=S)Nc2ccccc2)cc1)N1CCOCC1 | 0.4 | 9 | 13 | 0.2% | -13% | 3 | -5 | -3 | -8
O=C(C1=NN(c2ccccc2)C2C(=O)N(c3ccc(Cl)cc3)C(=O)C12)c1ccccc1 (configuration not stated) | -0.3 | 192* | 0 | 6.0% | 2% | -8 | -14 | 7 | -22
Cc1n[nH]c(=O)c2c(NC(=O)COC(=O)c3cccc(OC(F)F)c3)oc(C)c12 | -0.1 | 4 | 26 | 0.5% | x | 8 | -5 | 10 | -3
COc1ncnc(OC)c1S(=O)(=O)Nc1ccc(C(F)(F)F)cc1 | -0.6 | 0 | -13 | -0.9% | -5% | -3 | -31* | -7 | 21
CCCCNC(=S)N(C)/N=C/c1c(F)cccc1F | -0.5 | 3 | 7 | 1.2% | 9% | -5 | 0 | -1 | -6
CCC(C(=O)N1CCN(c2cccc(C)c2C)CC1)n1nc(C)c2sc3ccccc3c2c1=O (configuration not stated) | 0.1 | 1 | 0 | u | -5% | 24 | -25 | 0 | -8
Cc1cccc2c(N=Nc3ccc(S(=O)(=O)Nc4cccc(Cl)c4)cc3[N+](=O)[O-])c(O)[nH]c12 | 0.1 | -1 | -5 | 2.5% | -18% | 3 | 1 | 9 | 4
CC(C)[C@@H](C(=O)N[C@@H](C(=O)O)c1ccccc1)N1C(=O)N2CCc3c([nH]c4ccccc34)[C@@]2(C)C1=O | 0.4 | 3 | 18 | 0.4% | -6% | 2 | 0 | 3 | x
COc1ccccc1/C=C/C=N/n1c(-c2ccc(C)cc2)n[nH]c1=S | -0.5 | 1 | 5 | 3.5% | -16% | -4 | -6 | 7 | -19
COc1cccc(NC(=O)c2sc3nc(C)c(C(=O)Nc4ccc(C)cc4C)c(-c4ccc(C)o4)c3c2N)c1 | 4.0 | 8 | 0 | 4.1% | 52%[activator] | 3 | 7 | -1 | 5
Cc1cccc2c1N(CCCOc1ccc(C(C)(C)C)cc1)C(=O)C2=O | 0.3 | 2 | -2 | -1.2% | u | -19 | -22 | -3 | x
CN(CC(=O)NCc1ccc(F)cc1)S(=O)(=O)c1ccc2c(c1)n(C)c(=O)c(=O)n2C | 0.2 | 3 | -6 | 6.2% | -8% | -1 | -3 | -2 | -6
O=C(COC(=O)c1cc(=O)[nH]c(=O)[nH]1)NCc1ccccc1 | 0.4 | 4 | -1 | 0.7% | -8% | 8 | 16 | -1 | -2
Cc1nn(CC#N)c(=O)n1-c1cccc(F)c1 | 0.2 | -1 | -9 | -0.4% | -10% | 5 | -1 | -5 | 2
CN=c1scc(-c2cccs2)n1/N=C/c1ccc(O)c(O)c1O | 0.3 | 1 | -22 | 0.4% | 2% | 24 | -89* | -11 | -63*
Cn1c(=O)[nH]c(=O)c2c1nc(Br)n2CCCSc1nc2ccccc2o1 | -1.3 | 10 | x | 6.0% | 0% | -7 | -19 | -5 | -1
CCCCn1c(N)c(N(CCC(C)C)C(=O)CSc2nnc(C)s2)c(=O)[nH]c1=O | -0.2 | 0 | 2 | 1.0% | u | -7 | -8 | 2 | 5
CCC(=O)N1CCN=C1SCc1cc(C)ccc1C | -0.5 | 1 | 4 | 3.4% | -16% | -4 | 5 | -6 | -2
CCOC(=O)c1c(NC(=O)c2ccco2)sc2c1CCCC2 | 0.7 | 4 | 0 | 3.8% | -12% | -2 | 14 | -4 | -7
CC(C)OC(=O)Nc1ccc(Oc2c(F)c(F)c(F)c(F)c2F)cc1 | 0.6 | 4 | -4 | 1.5% | -9% | -2 | 0 | -4 | -4
COc1ccc(S(=O)(=O)N2CCOCC2)cc1NC(=O)COC(=O)C1CCC1 | -0.2 | 1 | x | 2.9% | x | 9 | 3 | -6 | -2
Cc1ccc2sc(NNC(=O)C3=COCCO3)nc2c1C | -0.5 | 1 | 8 | -0.2% | -9% | -2 | 0 | -11 | -2
COc1ccc(NC(=O)COC(=O)COc2ccc(Br)cc2)cc1 | -0.8 | 11 | 1 | -1.9% | u | 3 | -14 | -4 | 3
CC(=O)Nc1cc(C)nn1-c1nc(C)cc(C)n1 | 0.0 | 1 | 2 | 1.2% | -1% | 1 | 2 | 0 | 3
COc1cccc(CNC(=O)CCNS(=O)(=O)c2ccc3c(c2)CCCC(=O)N3)c1 | 0.3 | 1 | -5 | 5.1% | 1% | 6 | 1 | 8 | x
CCOc1ccc(NC(=O)CSc2nc3c([nH]c4ccccc43)c(=O)n2C)cc1 | 0.4 | -1 | 1 | 18% | -9% | 14 | 21 | -2 | x
CC(C)(C)OC(=O)NCc1nnc(-c2cc3ccccc3[nH]2)o1 | 1.7 | 5 | x | x | x | 3 | -30 | -3 | x
CC(C)(C)c1ccc(C2(C)NC(=O)N(CC(=O)c3ccc[nH]3)C2=O)cc1 (configuration not stated) | 2.1 | 19 | x | 0.6% | u | -3 | 2 | 10 | -13
CCOC(=O)C(=O)N/N=C/c1cccc(Br)c1 | -0.3 | 0 | 5 | 1.8% | -3% | 1 | 4 | -7 | -2

The list is partial; rates above refer to the full screens.
